Source: PubChem
hiPSC survival = hiPSC single-cell survival enhancement. ATPlite luminescence; 100% = ROCK inhibitor wells, 0% = DMSO. survival enhancement, % at 20 µM. 0.044% of 360,000 active; in the data active = survival enhancement above about 18%;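 note: cells exposed to compounds for 16 hours before the ATP read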
CF NFkB block = inhibitors of cystic fibrosis induced NF-kB; KKLEB NF-kB-GFP reporter, PAF-induced, GFP fluorescence overnight; inhibition, % at 5 µM; 0.86% of 360,000 active;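 active = at least 50% inhibition at 5 µM, scaled per plate between neutral and stimulator controls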;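 note: PAF is a Pseudomonas aeruginosa culture filtrate used as stimulus; plate controls were PAF-stimulated DMSO wells for no effect and unstimulated DMSO wells for full effect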
KKLEB cytotox = CF airway cell cytotoxicity counter-screen | KKLEB CF airway cells viability, ATPlite luminescence, overnight; active compounds read low; cells stimulated with P. aeruginosa culture filtrate | activity change (cytotoxicity), % at 5 µM | 0.36% of 360,000 active;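 active = corrected activity change at or below -50% at 5 µM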
HIF-2a block = HIF-2a inhibition. 786-0 RCC cells HIF-2a reporter, luciferase luminescence, overnight. inhibition, % at 18.8 µM. 0.72% of 360,000 active;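 active = inhibition of the luminescence signal of 40% or more relative to plate controls, in a single-dose primary screen at 18.75 µM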
TRPM1 prom inh = inhibitors of MITF-driven TRPM1 promoter in melanoma cells. SK-MEL-5 TRPM1 promoter luciferase, 24 h. inhibition, % at 12.5 µM. 0.83% of 330,000 active. AID 488899;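 active = mean inhibition across replicates of 60% or more, whatever share of single replicates reaches that level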; note: values of inactives mirror those of a sister screen read the other way
NR2E3 ag-1 = activates human NR2E3 receptor | Q9Y5X4 | CHO-S Gal4-NCOR/VP16-NR2E3 two-hybrid, luciferase | inhibition of corepressor binding, % at 3.98 µM | 0.35% of 360,000 active | AID 602229;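 active = inhibition above the mean of all tested compounds plus 3 SD, cut at about 70% in these data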;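 note: 0% = DMSO with NR2E3 transfected cells and 100% = cells lacking NR2E3 construct; higher means lower luciferase signal from less NR2E3 corepressor binding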
Target sequence (Q9Y5X4 whole entry, looked up, the tested form may be a part): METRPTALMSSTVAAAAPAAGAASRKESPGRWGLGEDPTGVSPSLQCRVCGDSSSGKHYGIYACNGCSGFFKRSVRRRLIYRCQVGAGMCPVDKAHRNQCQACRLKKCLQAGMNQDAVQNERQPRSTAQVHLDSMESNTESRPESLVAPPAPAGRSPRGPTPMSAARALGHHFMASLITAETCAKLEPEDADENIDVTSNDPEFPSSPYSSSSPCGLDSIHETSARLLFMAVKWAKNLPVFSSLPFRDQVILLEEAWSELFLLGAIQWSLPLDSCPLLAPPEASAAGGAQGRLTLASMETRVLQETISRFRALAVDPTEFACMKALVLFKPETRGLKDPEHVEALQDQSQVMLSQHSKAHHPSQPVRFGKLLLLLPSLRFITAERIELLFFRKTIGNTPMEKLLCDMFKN
Shn3 3UTR inh = reduces Shn3 3'UTR luciferase signal in osteoblasts; Clone20 osteoblast Shn3 3'UTR firefly luciferase, 24 h; inhibition, % at 12.5 µM; 0.52% of 360,000 active;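 active = mean inhibition of at least 75% with every replicate also reaching 75%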;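 note: 0% = median of neutral control wells and 100% = pilot-screen positive control compound; some compounds past the cut are filed as inactive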
Peg3 prom inh = reduces Peg3 promoter-driven luciferase expression in HeLa. HeLa PEG-Prom luciferase reporter, luminescence, overnight. inhibition, % at 20 µM. 1.7% of 360,000 active. AID 588405;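 active = inhibition of at least 50% at 20 µM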
NR2E3 ag-2 = activates human photoreceptor nuclear receptor NR2E3. GST-NR2E3/biotin-RetCOR TR-FRET, 1536-well. 0.12% of 320,000 active. AID 2300. inhibition of corepressor binding, % at 4.78 µM;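 active = percent inhibition above the cutoff of mean plus 3 SD of all tested compounds, set per screening campaign, cut at about 20% in these data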;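 note: 0% = DMSO wells and 100% = biotin wells as full block of FRET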
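system = GST-tagged NR2E3 plus biotinylated RetCOR corepressor | input = 1.35 nM GST-NR2E3 | also added = 7 nM biotin-RetCOR | schedule = 5 h incubation at 4 °C | measured by = TR-FRET with europium anti-GST and streptavidin-D2, 340 nm excitation | read-out = percent loss of FRET ratio relative to control wells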
aDG glyco act = increases alpha dystroglycan glycosylation; Pro5-aDG cells, alpha-DG glycosylation AlphaScreen (IIH6); 0% Pro5, 100% B10-LARGE cell signal; activation, % at 10 µM; 0.22% of 360,000 active;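 active = activation of at least 8% versus controls, or a plate z-score of at least 8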;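 note: Pro5 are CHO cells carrying HIG-tagged alpha-DG that lacks glycosylation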
TWEAK-Fn14 inh = TWEAK-Fn14 signaling inhibition; TWEAK-stimulated Fn14 reporter cells, luciferase luminescence, 8 h; inhibition, % at 10 µM; 2% of 360,000 active; in the data active = inhibition above about 50%
* hit, by the source's call; . = not tested or not shown.

compound,hiPSC survival,CF NFkB block,KKLEB cytotox,HIF-2a block,TRPM1 prom inh,NR2E3 ag-1,Shn3 3UTR inh,Peg3 prom inh,NR2E3 ag-2,aDG glyco act,TWEAK-Fn14 inh
COc1cc(NC(=O)COc2ccc(F)cc2)nc(OC)n1,-0.3,12,-6,-14,-5,13,15,-28,1,0.1,-5
CCCn1c(=O)n(C)c(=O)c2c(SC(C)C(=O)NCC3CCCO3)nc(CC(C)C)nc21 (centres undefined),-0.4,10,-2,5,-5,-19,17,18,-2,0.1,7
Cc1ccc(NS(=O)(=O)c2ccc3c(c2)N(C)CCO3)cc1,-0.5,1,-12,-7,3,34,30,20,-1,0.3,32
CN(C(=O)c1ccc2nccnc2c1)C1CCCCC1,-0.2,3,0,-18,-11,-10,4,-12,0,-0.1,-3
Cc1cc(C)c2c(n1)nn1c(NCCCN(C)C)cc(C)nc21,8.1,-1,11,3,2,2,-15,-11,2,0.7,-8
COc1ccc(/C(C)=N/Nc2nc3ccccc3nc2C)cc1,-0.4,3,-9,-142,-26,-64,21,-106,2,0.3,31
CCN(CC(=O)Nc1c(F)cccc1F)C(=O)c1ccc(C2SCCS2)cc1,-0.5,-15,13,5,9,6,-43,-6,-2,-0.3,-72
COc1ccc(CNC(=O)C2=C(C)C(=O)OC23CCC(C)CC3)cc1 (centres undefined),-1.8,7,-7,-2,1,-26,4,5,-3,-0.1,-12
COC(=O)c1cc(=O)n(Cc2ccc(OC)cc2)c(=NCc2ccc(OC)cc2)s1,0.8,3,2,15,12,-4,1,12,-3,-0.1,-6
Cc1[nH]c2nc3ccccc3n2c(=O)c1CCC(C)C,-0.6,18,-7,5,-17,-7,-19,-1,-1,-0.2,-9
CC1CCCN(C(=O)COc2ccc(NC(=O)c3cccs3)cc2)C1 (centres undefined),-1.7,2,-1,-42,-16,-32,-5,-39,4,0.3,2
Cc1cc(N2CCC(C)CC2)nc(NCc2ccccc2)n1,-3.0,5,-1,24,-4,8,19,9,-3,-0.2,-5

(list continues)
compound,hiPSC survival,CF NFkB block,KKLEB cytotox,HIF-2a block,TRPM1 prom inh,NR2E3 ag-1,Shn3 3UTR inh,Peg3 prom inh,NR2E3 ag-2,aDG glyco act,TWEAK-Fn14 inh
CC1CCCN(C(=O)c2cccc(S(=O)(=O)N3CCCc4ccccc43)c2)C1 (centres undefined),-0.5,-3,0,-2,7,-8,22,4,-2,0.0,14
CCn1c(SCC(=O)Nc2nccs2)nnc1-c1ccc(C)cc1,1.1,-4,4,4,7,-2,2,9,2,0.6,0
O=C(NCC1COc2ccccc2O1)c1cccs1 (centres undefined),1.4,-15,1,-147,-30,-48,0,-165,6,-0.1,-12
C/C(=N\NC(=O)c1ccccc1O)C1C(=O)c2ccccc2C1=O,-0.8,10,-6,-229,-11,-107,-66,-205,0,-0.3,-16
COc1ccc2cc(C(=O)O)ccc2c1,3.3,8,-8,6,2,-13,3,25,-1,-0.3,13
CC(=O)c1cnc(SCc2ccc(Cl)cc2)nc1C,-0.6,5,-13,-119,-35,-2,-7,-53,-2,0.4,-6
OC1(c2cccnc2)CCN(Cc2nnnn2C2CCCCC2)CC1,-1.9,-22,-15,15,-1,-10,-18,9,3,-0.2,-3
O=C(NCc1ccccn1)c1ccc(COc2ccc(Cl)cc2)o1,-0.1,4,-9,4,-11,-18,0,3,4,0.4,-10
Cc1ccc(-n2nc(C)c3c(C)onc3c2=O)cc1,0.6,1,5,-44,-18,-13,0,-34,1,0.1,-7
CCC(C)C(=O)Nc1nnc(SCC(=O)NC(C)(C)C)s1 (centres undefined),2.0,3,-1,7,.,8,-11,-15,-3,0.1,-20
CCCCNc1c(-c2cccc(-c3ccc(OC)cc3)c2)nc2cc(C)ccn12,0.5,20,-13,-81,6,7,87*,89*,.,3.2,31
CC(NC(=O)c1ccccc1NC(=O)c1ccco1)c1ccccc1 (centres undefined),2.2,-3,-8,7,11,-7,0,-1,5,-0.3,12

Structures above that contain a thiophene ring, fused or not (2):
compound,hiPSC survival,CF NFkB block,KKLEB cytotox,HIF-2a block,TRPM1 prom inh,NR2E3 ag-1,Shn3 3UTR inh,Peg3 prom inh,NR2E3 ag-2,aDG glyco act,TWEAK-Fn14 inh
CC1CCCN(C(=O)COc2ccc(NC(=O)c3cccs3)cc2)C1 (centres undefined),-1.7,2,-1,-42,-16,-32,-5,-39,4,0.3,2
O=C(NCC1COc2ccccc2O1)c1cccs1 (centres undefined),1.4,-15,1,-147,-30,-48,0,-165,6,-0.1,-12

(cont.)
compound,hiPSC survival,CF NFkB block,KKLEB cytotox,HIF-2a block,TRPM1 prom inh,NR2E3 ag-1,Shn3 3UTR inh,Peg3 prom inh,NR2E3 ag-2,aDG glyco act,TWEAK-Fn14 inh
c1ccc2oc(-c3[nH]ncc3CN(Cc3ccncc3)CC3CCCO3)cc2c1 (centres undefined),-1.1,16,1,6,-4,2,18,-1,0,-0.1,4
O=C1c2ccccc2C(=O)N1CCCc1nc(-c2ccccn2)no1,0.3,-5,9,-12,5,-11,9,-24,-1,0.0,22
CCCS(=O)(=O)N1CCCC(C(=O)NCCc2ccc(Cl)cc2)C1 (centres undefined),-2.8,5,-4,13,-4,-10,9,10,2,0.1,7
CCC(C(=O)Nc1c[nH]c(=O)[nH]c1=O)c1ccccc1 (centres undefined),1.7,9,3,23,4,-14,5,5,-3,-0.1,1
Cc1cccc(N(CC(O)CN2CCOCC2)S(=O)(=O)c2ccccc2)c1 (centres undefined),-0.3,-11,-4,-1,-7,-6,-9,-5,0,0.0,-8
CC(C)Nc1nc(NC(C)C)nc(SCC(N)=O)n1,1.7,16,-6,12,-5,10,29,7,1,0.0,0
COc1ccccc1C1CC(c2ccc(Cl)cc2)Nc2ncnn21 (centres undefined),-1.1,-2,0,20,5,17,-5,3,3,-0.2,4
COC(=O)c1cc(S(=O)(=O)N2CCC(c3cc(OC)ccc3OC)C2)c[nH]1 (centres undefined),-0.5,3,-2,14,15,81*,79,11,2,1.7,15
O=C(NC(c1ccccc1)c1ccc2ccccc2n1)C1CCN(CCOc2ccc(Cl)cc2)CC1 (centres undefined),-1.0,-5,2,-19,.,-5,38,35,.,0.3,92*
COc1ccc(CNC(=O)CCCC2=NS(=O)(=O)c3ccccc3N2)cc1,0.1,-18,17,5,3,10,-7,2,2,-0.1,-1
CCN(CC)C(=S)Nc1ccc(C(=O)OC)cc1,1.4,-5,-4,3,-6,1,-1,11,-3,0.1,-7
CC(=N)c1c(O)c2ccccc2oc1=O,0.0,-7,10,-51,-8,-3,-15,-62,-4,-0.2,-7

Continuation:
compound,hiPSC survival,CF NFkB block,KKLEB cytotox,HIF-2a block,TRPM1 prom inh,NR2E3 ag-1,Shn3 3UTR inh,Peg3 prom inh,NR2E3 ag-2,aDG glyco act,TWEAK-Fn14 inh
COc1cc(/C=C/C(=O)O)ccc1O,-0.6,-16,1,20,.,-2,0,7,-2,0.4,-6
O=C1/C(=C/c2cccc(Cl)c2)SC(=S)N1CCC(=O)N1CCCCC1CCO (centres undefined),-0.6,23,-6,26,5,-13,-22,33,0,0.9,9
CCOc1cc(CNCc2ccccc2)ccc1OCC(=O)NC1CCCCC1,-0.4,16,-21,20,-9,4,30,18,.,0.6,6
Cc1cccc(NC(=O)CSc2nnc(-c3ccc(S(=O)(=O)N4CCOCC4)cc3)n2C)c1,-1.3,-8,-3,3,-10,4,2,16,0,0.0,2
COc1cc(OC)cc(C(=O)Nc2ccc3c(c2)CCCN3C(=O)c2cccs2)c1,-0.1,-5,3,-19,9,7,30,-8,-3,0.3,-17
CCN(CC(=O)Nc1ccccc1C(F)(F)F)C(=O)c1cc(S(=O)(=O)N(C)C)ccc1N1CCCC1,-0.5,-4,-3,15,-9,-40,-10,19,0,0.4,-8
O=C(NCC1CCCO1)c1ccccc1NS(=O)(=O)c1ccc(Br)s1 (centres undefined),-1.2,28,-9,4,-2,9,-11,-23,.,0.0,0
COc1cc(NS(=O)(=O)c2ccc(N=Cc3c(C)[nH]n(-c4ccccc4)c3=O)cc2)nc(OC)n1,-0.5,2,17,4,7,-26,8,-2,1,0.1,14
CC(=O)Nc1ccc(S(=O)(=O)NCCc2cc3ccc(C)c(C)c3[nH]c2=O)cc1,0.1,-12,0,-9,-13,-5,-2,13,0,0.0,-7
CN(C)C(=O)c1cccc(-c2cccc3nccn23)c1,1.5,12,-3,3,.,-15,-23,-7,.,0.1,16
N#CCOC(=O)[C@H](Cc1c[nH]c2ccccc12)NS(=O)(=O)c1ccc(Cl)cc1,0.3,-11,5,14,5,-16,7,16,1,-0.2,7
Cc1cc2c(ccc3[nH]onc32)n1,-1.6,42,-6,22,5,28,-2,-17,0,-0.2,2

Further compounds follow.
compound,hiPSC survival,CF NFkB block,KKLEB cytotox,HIF-2a block,TRPM1 prom inh,NR2E3 ag-1,Shn3 3UTR inh,Peg3 prom inh,NR2E3 ag-2,aDG glyco act,TWEAK-Fn14 inh
CC1CCCC(NC(=O)COC(=O)C2=COCCO2)C1C (centres undefined),-3.5,-3,11,6,.,3,-27,4,.,-0.1,-3
CCOc1ccc(NCc2cc3cc(OC)ccc3[nH]c2=O)cc1,1.4,-7,9,-10,9,7,9,4,3,0.0,-20
CCOc1ccc(NC(=O)c2ccc(NC(=O)COC(=O)c3ccc(NC(=O)CC#N)cc3)cc2)cc1,0.0,0,7,-31,-72,10,-41,-83,-26,-0.3,-4
O=C(CCCc1ccccc1)NCCCN1CCOCC1,-2.1,-3,6,2,-15,-6,5,-14,0,0.1,-7
Fc1cccc2sc(Nc3nc4cc5c(cc4s3)OCCO5)nc12,-3.1,-11,-13,-58,-9,-57,-37,-125,3,0.4,73*
COc1ccccc1OCC(=O)Nc1ccc(CSc2ccccc2)cc1C,0.7,-9,1,-7,-5,-30,-16,-6,3,0.4,12
